PvdQ inh = blocks Pseudomonas aeruginosa PvdQ acylase activity; purified PvdQ acylase, fluorescence plate reader; inhibition, % at 10 µM; 340,000 tested, 0.063% active; in the data active = inhibition above about 30%, passing the limit was not always enough; inconclusive = no clear call, values can overlap the other calls;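 note: 0% = vehicle neutral wells and 100% = reference inhibitor wells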
Arr AP2 block = blocks beta-arrestin peptide binding to AP2 adaptin; FITC-arrestin peptide / GST-AP2 beads, flow cytometry; AP2 beta2 appendage carries R879A mutation; inhibition, % at 10 µM; 340,000 tested, 0.31% active;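 active = inhibition above a set limit, near 3 SD of compounds lacking own fluorescence, cut at about 54% in these data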;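 note: plate controls were DMSO wells for no effect and 5 µM unlabelled arrestin peptide for full effect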
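System: GST-tagged AP2 beta2-adaptin appendage (R879A) on 4 µm glutathione beads / Reagent: FITC-arrestin peptide, 50 nM / Detection: HyperCyt-sampled flow cytometry, FL1 channel, ex 488/em 535 nm / Timing: 12 min plus 1 h, RT / Buffer or medium: PBS plus Tween 20 (0.05%) and BSA (0.1%)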
SR-BI uptake up = activators of SR-BI mediated HDL lipid uptake | CHO ldlA[mSR-BI] cells, DiI-HDL uptake fluorescence, 3 h; 100 = double the neutral-control signal | activation, % at 12.5 µM | 320,000 tested, 0.096% active | AID 504775;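 active = mean replicate activation of at least 60% and every replicate at or above 60%; inconclusive = mean or all-replicate condition met, but not both; inactive = mean below 60% and not all replicates reaching 60%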;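 note: 0% = median plate neutral-control signal and 100% = twice that signal; values of inactives mirror those of a sister screen read the other way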
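Test system: SR-BI-overexpressing, LDLR-lacking CHO cells; Medium: Ham's F12 with 0.5% BSA, HEPES 25 mM, pH 7.4; Schedule: 3 h, 37 °C; Technique: bottom-read fluorescence, 550/595 nm.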
DAGLB inhibitor = diacylglycerol lipase beta (human) inhibition | AID 504411 | inhibition, % at 5.17 µM | 340,000 tested, 0.059% active | HEK293T DAGLB membrane lysate, EnzChek fluorogenic substrate | Q8NCG7; in the data active = inhibition above about 34%;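 note: 0% = enzyme with vehicle and 100% = wells lacking enzyme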
NSD2 inh = inhibitors of human histone methyltransferase NSD2; NSD2 peptide methylation, AlphaScreen, 120 min; inhibition, % at 12.5 µM; 310,000 tested, 0.54% active; AID 743445; in the data active = inhibition above about 50%
SR-BI HDL uptake = blocks mouse SR-BI lipid uptake from DiI-HDL. Q61009. inhibition, % at 12.5 µM. 320,000 tested, 0.96% active. ldlA[mSR-BI] CHO cells, DiI-HDL uptake fluorescence, 3 h. AID 488896;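 active = mean replicate inhibition of at least 70% and a set share of replicates each scoring 70 or more; inconclusive = meets just one of the two criteria; inactive = fails both criteria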;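 note: 0% = median of neutral control wells and 100% = median of positive control wells; values of inactives mirror those of a sister screen read the other way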
RTF Ca sens inh = cardiac RTF calcium desensitization; IANBD-labeled cardiac RTF, Ca2+ fluorescence; 340,000 tested, 0.12% active; P19429+P45379; inhibition, % at 7.15 µM;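 active = inhibition above the mean inhibition of all tested compounds plus 3 SD, cut at about 17% in these data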;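 note: assay run at fixed EC70 calcium of 1.6 mM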
PKA-R2B activ = PKA-R2B complex activation; activation, % at 11.4 µM; PKA-R2B holoenzyme dissociation, Cy5-IP20 fluorescence polarization; R2B truncated from residue 108, S112A mutant; 0% DMSO only, 100% 113 µM cGMP; 340,000 tested, 0.079% active; AID 504700;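 active = activation above a cutoff set at the mean over all compounds plus 3 SD, cut at about 18% in these data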;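 note: higher means more holoenzyme dissociation and a rise in polarization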
Target sequence (P31323 whole entry, looked up, other chains not shown, the tested form may be a part): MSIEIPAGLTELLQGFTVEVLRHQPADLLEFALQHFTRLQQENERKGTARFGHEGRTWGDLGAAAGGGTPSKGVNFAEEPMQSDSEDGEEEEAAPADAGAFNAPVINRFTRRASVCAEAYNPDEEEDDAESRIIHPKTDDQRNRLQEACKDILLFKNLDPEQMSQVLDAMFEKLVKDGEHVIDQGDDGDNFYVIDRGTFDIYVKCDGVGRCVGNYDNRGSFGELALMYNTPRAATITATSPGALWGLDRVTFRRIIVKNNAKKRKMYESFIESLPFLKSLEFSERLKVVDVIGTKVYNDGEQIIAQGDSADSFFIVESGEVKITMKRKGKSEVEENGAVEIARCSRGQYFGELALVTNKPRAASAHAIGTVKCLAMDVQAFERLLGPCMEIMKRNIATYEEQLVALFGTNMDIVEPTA
Keap1 Nrf2 FP = inhibitors of human Keap1-Nrf2 protein-protein interaction | Q14145 | Keap1 Kelch-Nrf2 peptide fluorescence polarization, 1536-well | inhibition, % at 9.4 µM | 340,000 tested, 0.15% active | AID 504523; in the data active = inhibition above about 12%; inconclusive = no clear call, values can overlap the other calls; inactive = below about 7.3%;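 note: human Keap1 Kelch domain with fluorescein labeled Nrf2 9mer peptide probe; 0% = neutral control wells and 100% = peptide positive control; higher means more block of Keap1 binding to Nrf2 peptide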
Target sequence (Q14145 whole entry, looked up, the tested form may be a part): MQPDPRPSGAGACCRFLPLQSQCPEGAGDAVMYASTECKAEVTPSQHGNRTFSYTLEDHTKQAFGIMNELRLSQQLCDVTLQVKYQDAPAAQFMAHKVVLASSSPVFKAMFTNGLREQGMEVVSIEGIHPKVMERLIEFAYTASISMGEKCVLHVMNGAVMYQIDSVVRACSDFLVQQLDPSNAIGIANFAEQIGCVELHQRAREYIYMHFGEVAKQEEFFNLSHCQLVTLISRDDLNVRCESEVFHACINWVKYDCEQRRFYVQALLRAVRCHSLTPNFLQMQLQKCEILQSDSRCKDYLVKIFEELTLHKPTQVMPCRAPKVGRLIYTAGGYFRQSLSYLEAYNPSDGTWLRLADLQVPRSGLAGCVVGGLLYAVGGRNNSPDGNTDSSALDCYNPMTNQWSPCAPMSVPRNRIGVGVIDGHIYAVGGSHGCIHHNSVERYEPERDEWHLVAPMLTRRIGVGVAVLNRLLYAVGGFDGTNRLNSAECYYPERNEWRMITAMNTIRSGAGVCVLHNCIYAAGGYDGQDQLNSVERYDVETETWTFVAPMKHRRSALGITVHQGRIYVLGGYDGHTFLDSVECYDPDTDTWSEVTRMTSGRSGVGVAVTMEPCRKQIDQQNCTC
LANA DNA inh = KSHV C-LANA DNA binding inhibition; MBP-C-LANA/FAM-LBS DNA binding, fluorescence polarization; inhibition, % at 9 µM; 340,000 tested, 0.078% active; AID 504423;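 active = highest replicate inhibition at or above 60% at 9 µM, even if other replicates fall short; inactive = all replicates below 60% inhibition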;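 note: 0% = neutral control wells and 100% = 4 µM acridine orange control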
Numbers without * were called inactive; ? = inconclusive; / = not tested or not shown.

SMILES | PvdQ inh | Arr AP2 block | SR-BI uptake up | DAGLB inhibitor | NSD2 inh | SR-BI HDL uptake | RTF Ca sens inh | PKA-R2B activ | Keap1 Nrf2 FP | LANA DNA inh
Cc1ccc(NC(=O)c2cccnc2)cc1S(=O)(=O)N1CCOCC1 | -10.0 | -15.1 | -9.4 | -1.1 | -1.4 | 9.4 | -3.0 | -10.5 | 0.7 | -0.2
CN(Cc1ccc(Cl)cc1)C(=O)CNC(=O)C12CC3CC(CC(C3)C1)C2 | -8.8 | -1.8 | -1.5 | -0.8 | 14.9 | 1.5 | 0.9 | -2.5 | -1.5 | 0.7
Cc1ccc(NC(=O)Nc2nnc(-c3ccncc3)s2)cc1C | -5.1 | -28.9 | 2.5 | 2.5 | / | -2.5 | -4.2 | -6.9 | -7.3 | -0.7
CC(C)NC(=O)NC(=O)CSc1ncc(C(F)(F)F)cc1Cl | -9.0 | -1.0 | 25.9 | -2.4 | 4.1 | -25.9 | -6.1 | -7.5 | -4.2 | 0.8
CC(C)N(Cc1nccn1C)C(=O)c1cc(COc2ccc(-n3cncn3)cc2)on1 | -9.2 | 5.3 | 23.1 | 1.3 | -1.8 | -23.1 | -7.8 | 7.0 | -1.5 | -1.4
CCCCC(=O)NC(c1ccc(N(C)C)cc1)c1ccc2cccnc2c1O (configuration not stated) | 14.8 | 10.7 | 4.7 | 18.3 | 8.8 | -4.7 | -10.8 | -6.4 | 1.4 | /
Cn1c(=O)c(C(=O)NCCc2ccccc2)c(O)c2ccccc21 | -11.6 | -1.5 | 14.5 | -10.3 | -2.0 | -14.5 | -2.1 | 5.0 | -1.0 | -1.6
COc1ccc2nc(N3CCN(C(=O)C4COc5ccccc5O4)CC3)sc2c1 (configuration not stated) | 7.0 | -7.4 | -12.5 | -4.2 | 0.6 | 12.5 | 0.0 | 2.3 | 0.0 | 1.0
S=C(Nc1cccc(Cl)c1)NC1CCCCC1 | 0.2 | -2.6 | / | -5.8 | -2.6 | 6.7 | 8.4 | -9.5 | 2.7 | 0.1
O=C(N/N=C/c1ccc2c(c1)OCO2)c1ccc(NC(=O)c2ccccc2Cl)cc1 | 10.4 | 2.4 | -72.7 | 0.9 | 4.5 | ? | 5.6 | -2.5 | -1.8 | 0.2
COc1cc(C2C(C#N)=C(C)NC3=C2C(=O)CC(C)(C)C3)ccc1OCCO (configuration not stated) | -6.1 | 2.4 | -27.9 | -1.2 | -3.7 | 27.9 | -3.0 | -0.2 | -0.3 | -0.8
Cc1ccccc1NC(=O)COC(=O)Cc1cccc(C(F)(F)F)c1 | -6.1 | -1.5 | -2.5 | 0.9 | -1.1 | 2.5 | 0.8 | 3.9 | -2.6 | 0.8
O=C(c1ccc(-c2ccccc2)cc1)N1CCN(Cc2ccccn2)CC1 | -7.0 | 3.7 | -13.5 | 2.7 | -0.2 | 13.5 | -18.1 | 2.4 | -4.9 | 1.7
CC(=O)Nc1ccc(-c2csc(NC(=O)CCNC(=O)c3ccco3)n2)cc1 | -1.5 | 5.5 | -29.6 | 0.4 | -0.4 | 29.6 | 0.7 | 4.1 | -3.1 | 0.3
CSc1nc2ccccc2n1CC(=O)Nc1c(C)n(C)n(-c2ccccc2)c1=O | -13.6 | 3.4 | 2.8 | -1.4 | -2.0 | -2.8 | -10.6 | -6.0 | -2.4 | 0.5
O=C(c1ccc2c(=O)n3c(nc2c1)CCCCC3)N1CCN(c2cccc(Cl)c2)CC1 | 1.1 | 10.9 | -0.5 | 2.0 | / | 0.5 | -7.6 | -3.0 | -6.7 | -1.0
CS(=O)c1ccccc1-c1nc(-c2ccc(Cl)cc2)no1 (configuration not stated) | 4.5 | 5.9 | -36.1 | -4.1 | 0.0 | 36.1 | 5.7 | -4.9 | 3.9 | -0.6
CCOC(=O)c1csc(NC(=O)c2ccc(S(=O)(=O)N3CCCC3)cc2)n1 | 8.1 | 4.3 | -0.5 | 0.6 | -1.2 | 0.5 | -3.3 | -15.9 | -1.8 | 0.1
COc1cccc(C(=O)Nc2cccc3ccccc23)c1OC | -27.3 | 2.0 | 10.5 | -2.5 | -6.9 | -10.5 | -3.1 | -0.6 | -2.3 | 9.3
Cc1nn(S(=O)(=O)c2ccc(F)cc2)c(C)c1S(=O)(=O)N1CCOCC1 | 1.2 | 16.1 | 16.8 | 1.6 | -4.7 | -16.8 | 4.7 | 1.3 | 0.6 | -0.1
Cc1noc(C)c1CNCc1ccccc1 | -16.2 | 1.5 | 24.8 | 0.2 | -2.0 | -24.8 | -0.9 | -2.6 | -3.2 | -5.3
COC(=O)Nc1sc2nc(C)cc(C)c2c1-n1cccc1 | -7.4 | 7.4 | 12.5 | -2.7 | -1.6 | -12.4 | -2.6 | -3.8 | 1.8 | -0.3
COC(=O)CSc1ccc(S(=O)(=O)N2CCCCCC2)cc1[N+](=O)[O-] | 1.9 | -14.5 | -14.6 | -1.1 | -0.5 | 14.6 | 0.1 | -1.9 | 4.4 | 0.9
CCOC(=O)C1=C(C)NC(C)=C(C(=O)OCC)C1C(=O)OCC(=O)N1CCc2ccccc2C1 | -0.4 | 14.9 | -14.5 | 0.9 | 1.0 | 14.5 | 3.6 | -5.2 | 3.1 | 0.9
CSc1ncc(Cl)c(C(=O)Nc2cccc3ccccc23)n1 | 2.1 | 8.6 | 1.3 | -0.9 | -0.2 | -1.3 | 2.5 | -12.3 | -4.4 | 2.3
CC(/C=C1\SC(=S)N(CCC(=O)Nc2cccc(C(=O)O)c2)C1=O)=C\c1ccccc1 | -2.3 | 26.8 | / | 9.1 | 20.1 | / | -5.7 | -0.1 | 2.7 | 16.1
O=C(NCc1ccc(Cl)c(Cl)c1)c1ccco1 | -5.3 | 35.1 | 6.5 | 2.3 | 1.3 | -6.5 | 5.3 | -5.5 | -1.6 | 0.1
Cc1c(Cl)cccc1NC(=O)c1cccc(NC(=O)CCC(=O)O)c1 | -13.9 | 2.1 | -18.3 | 0.1 | -3.3 | 18.3 | -14.4 | 10.5 | 1.7 | -0.5
CCNc1c(NS(=O)(=O)c2ccc(C3CCCCC3)cc2)c(=O)oc2ccccc12 | 14.7 | 27.9 | / | -2.9 | -0.7 | / | 4.1 | 6.9 | -6.1 | 0.2
Cc1ccccc1NC(=S)N(CCc1c(C)[nH]c2ccc(F)cc12)Cc1cccnc1 | -1.1 | 26.3 | -21.2 | 2.5 | 1.8 | 21.2 | -13.1 | -7.3 | -1.3 | 1.0
CCn1c(SCc2ccccc2)nc2c1c(=O)[nH]c(=O)n2C | -8.2 | -8.8 | 14.0 | -0.6 | -2.1 | -14.0 | -0.5 | 5.4 | -2.2 | -1.1
Cc1ccc(NC(=O)/C=C/c2ccc3c(c2)OCO3)nc1 | -1.3 | 17.1 | 22.9 | 0.3 | -0.8 | -22.9 | -0.7 | -11.2 | -1.7 | 0.9
CCN1CCN(S(=O)(=O)c2c(C)[nH]c(C)c2C(=O)N2CCCCC2)CC1 | -2.2 | 0.6 | -2.8 | 2.5 | -0.9 | 2.8 | -5.6 | -4.0 | 1.7 | 0.8
CCOC(=O)C1=C(CN2CCCCCC2)NC(=O)NC1c1cccc([N+](=O)[O-])c1 (configuration not stated) | -11.6 | 6.1 | -22.8 | -1.2 | 2.5 | 22.8 | 1.1 | -6.2 | -1.8 | 1.8
C[C@]12CCC3C(CC[C@H]4CC(O)CC[C@]34C)C1CC/C2=N/NC(=O)c1ccncc1 (some centres not stated) | 4.6 | 24.5 | 5.5 | -1.6 | -1.1 | -5.5 | -7.7 | -9.4 | 0.5 | -1.6
Cc1ccc(C)c(OC2=NS(=O)(=O)c3ccccc32)c1 | -1.6 | 34.6 | 9.2 | -0.1 | 1.7 | -9.2 | -5.4 | -3.7 | 4.5 | 1.2
CCN(CC)c1ccc(C(=O)OCC(=O)Nc2cccc(S(=O)(=O)NC3=NCCCCC3)c2)cc1 | -7.4 | 22.4 | 1.3 | 4.1 | -0.4 | -1.3 | 2.4 | 5.1 | -2.7 | -0.5
O=C(N=C1N=C2C=CC=CN2Cc2ccccc21)c1ccc(S(=O)(=O)N2CCCC2)cc1 | -16.8 | -10.5 | / | -6.0 | -3.9 | / | -5.6 | -1.1 | -0.5 | 0.6
CCOC(=O)C1=C(C)NC(SCC(N)=O)=C(C#N)C1c1ccccc1 (configuration not stated) | 5.7 | 27.7 | -21.9 | -1.1 | / | 21.9 | -2.1 | -6.7 | -3.2 | 0.2
O=C1CN(C(=O)CNCc2ccccc2)c2ccccc2N1 | -9.4 | -1.3 | -6.0 | 1.2 | -0.9 | 6.0 | -4.8 | -4.1 | -9.4 | 0.9
O=C(CSc1nnc(-c2cccnc2)s1)Nc1ccc(C(=O)O)cc1 | 16.7 | 4.5 | 45.5 | 2.5 | 8.4 | -45.5 | 16.8 | -9.5 | -3.7 | -0.8
O=C(NNC(=O)c1c(F)cccc1F)c1ccccc1OC(F)(F)F | -7.5 | 7.6 | 27.1 | 0.4 | -1.9 | -27.1 | 0.9 | 5.8 | -0.4 | -0.3
Cc1ccc(NC(=O)CSc2nnc(-c3ccncc3)n2C)cc1C | -19.0 | -4.1 | 14.0 | -1.3 | -1.6 | -14.0 | -4.4 | 14.0 | 3.0 | 1.0
Cc1cccc(NC(=O)CCC2CCN(C(=O)C3CC=CCC3)CC2)c1 (configuration not stated) | -2.8 | 22.1 | 4.1 | -3.7 | -2.0 | -4.1 | -1.9 | 10.1 | -3.1 | 0.2
N#CN=C1SCCS1 | -12.4 | -5.5 | 17.4 | 0.5 | -0.6 | -17.4 | -4.5 | 9.1 | -5.0 | 2.4
CCN(c1ccccc1)S(=O)(=O)c1ccc(Cl)c(NC(=O)CN(C)Cc2cccc(F)c2)c1 | -3.1 | 1.2 | -29.4 | -10.2 | -0.8 | 29.4 | 4.2 | 4.4 | -4.0 | 1.5
COc1cccc(CCNC(=O)c2ccc(OC)c(OC3CCN(C(C)C)CC3)c2)c1 | -6.1 | -5.5 | -3.3 | 1.5 | 7.7 | 3.3 | -7.0 | 2.7 | 3.0 | -1.4
O=C(NC1CCCC1)C1C2C=CC(C2)C1C(=O)N1CCOCC1 (configuration not stated) | 2.6 | 21.3 | 9.2 | 0.7 | -0.5 | -9.2 | -5.3 | 6.9 | 0.3 | -0.5

Single records, as listed above. Screens in order: PvdQ inh | Arr AP2 block | SR-BI uptake up | DAGLB inhibitor | NSD2 inh | SR-BI HDL uptake | RTF Ca sens inh | PKA-R2B activ | Keap1 Nrf2 FP | LANA DNA inh
`CCN(c1ccccc1)S(=O)(=O)c1ccc(Cl)c(NC(=O)CN(C)Cc2cccc(F)c2)c1` is listed with -3.1 | 1.2 | -29.4 | -10.2 | -0.8 | 29.4 | 4.2 | 4.4 | -4.0 | 1.5
`Cc1cccc(NC(=O)CCC2CCN(C(=O)C3CC=CCC3)CC2)c1` (configuration not stated) is listed with -2.8 | 22.1 | 4.1 | -3.7 | -2.0 | -4.1 | -1.9 | 10.1 | -3.1 | 0.2
